# High-throughput results from PubChem BioAssay.
# NS3 helicase inh = HCV NS3 helicase inhibition; 290,000 compounds, 0.56% hits; NS3 helicase DNA unwinding, Cy5 molecular beacon fluorescence; inhibition, % at 10.9 µM;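 active = inhibition above the mean of all tested compounds plus 3 SD, set per campaign, cut at about 35% in these data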;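 note: 0% = DMSO wells and 100% = thioflavine S control wells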
#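 System: Hepatitis C virus NS3 helicase domain fragment enzyme | Reagent: Annealed dual-labelled DNA beacon duplex, ATP-started | Compound dosing: 10.9 µM single point, 0.8% DMSO | Incubation: 1 h reaction at 25 °C, ATP-initiated | Technique: Cy5 fluorescence | Evaluation: Percent inhibition from t60/t0 fluorescence ratio | Benchmarks: Low DMSO, high thioflavine S at 110 µM | Replication: Singlicate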
# IDE cell inh = inhibitors of human insulin-degrading enzyme in cells; 320,000 compounds, 0.41% hits; AID 434962; inhibition, % at 5.59 µM; HEK cells, FAbetaB cleavage, fluorescence polarization;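 active = percent inhibition above the average of all tested compounds plus 3 SD, set per screening campaign, cut at about 16% in these data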;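 note: IDE supplied by intact live HEK cells; FP after avidin binding of uncleaved biotin substrate so inhibition keeps polarization high; 0% = DMSO wells and 100% = 60 µM reference IDE inhibitor Ii1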
# GalR3 antagonist = human GalR3 antagonism; HEK293 GalR3-CNG cAMP membrane potential fluorescence; galR3 body fused to GalR1 C-terminus; inhibition, % at 3 µM; 360,000 compounds, 0.44% hits;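 active = inhibition above the screen-wide average plus 3 SD, cut at about 13% in these data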;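 note: forskolin and galanin both at EC90 stimulate the cells; cAMP rise reported by CNG channel membrane potential dye signal; 0% = forskolin plus galanin with DMSO and 100% = forskolin alone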
# UBC9 SUMO inh = SUMOylation inhibition | P63279 | HTRF SUMOylation assay, SAE1/SAE2 + UBC9, in vitro | inhibition, % at 35 µM | 290,000 compounds, 0.36% hits | AID 2006; in the data active = inhibition above about 50%, passing the limit was not always enough; note: strong numbers were not always called active
# VIM-2 inhibitor = blocks Pseudomonas aeruginosa VIM-2 metallo-beta-lactamase; purified VIM-2, nitrocefin hydrolysis, epi-absorbance fluorescence; inhibition, % at 5.6 µM; 290,000 compounds, 0.89% hits;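 active = inhibition above the mean of all tested compounds plus 3 SD, cutoff set per screening run, cut at about 7.5% in these data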;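 note: red hydrolysis product quenches plate fluorescence so inhibitors raise well fluorescence; 0% = enzyme with DMSO and 100% = DMSO without enzyme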
# p-CIP stab down = p/CIP protein destabilization | Q05BA5 | F442A p/CIP-EGFP cells, EGFP fluorescence, 16 h | decrease of EGFP signal, % at 10 µM | 290,000 compounds, 0.01% hits;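 active = EGFP signal decrease of at least 30% at 10 µM or well 3 SD below plate mean, unless failing retest; inactive = the rest, including hits failing retest or dose response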; note: some compounds called inactive have numbers as strong as hits; many of its hits are not listed in these tables
# Target sequence (Q05BA5 1-1403): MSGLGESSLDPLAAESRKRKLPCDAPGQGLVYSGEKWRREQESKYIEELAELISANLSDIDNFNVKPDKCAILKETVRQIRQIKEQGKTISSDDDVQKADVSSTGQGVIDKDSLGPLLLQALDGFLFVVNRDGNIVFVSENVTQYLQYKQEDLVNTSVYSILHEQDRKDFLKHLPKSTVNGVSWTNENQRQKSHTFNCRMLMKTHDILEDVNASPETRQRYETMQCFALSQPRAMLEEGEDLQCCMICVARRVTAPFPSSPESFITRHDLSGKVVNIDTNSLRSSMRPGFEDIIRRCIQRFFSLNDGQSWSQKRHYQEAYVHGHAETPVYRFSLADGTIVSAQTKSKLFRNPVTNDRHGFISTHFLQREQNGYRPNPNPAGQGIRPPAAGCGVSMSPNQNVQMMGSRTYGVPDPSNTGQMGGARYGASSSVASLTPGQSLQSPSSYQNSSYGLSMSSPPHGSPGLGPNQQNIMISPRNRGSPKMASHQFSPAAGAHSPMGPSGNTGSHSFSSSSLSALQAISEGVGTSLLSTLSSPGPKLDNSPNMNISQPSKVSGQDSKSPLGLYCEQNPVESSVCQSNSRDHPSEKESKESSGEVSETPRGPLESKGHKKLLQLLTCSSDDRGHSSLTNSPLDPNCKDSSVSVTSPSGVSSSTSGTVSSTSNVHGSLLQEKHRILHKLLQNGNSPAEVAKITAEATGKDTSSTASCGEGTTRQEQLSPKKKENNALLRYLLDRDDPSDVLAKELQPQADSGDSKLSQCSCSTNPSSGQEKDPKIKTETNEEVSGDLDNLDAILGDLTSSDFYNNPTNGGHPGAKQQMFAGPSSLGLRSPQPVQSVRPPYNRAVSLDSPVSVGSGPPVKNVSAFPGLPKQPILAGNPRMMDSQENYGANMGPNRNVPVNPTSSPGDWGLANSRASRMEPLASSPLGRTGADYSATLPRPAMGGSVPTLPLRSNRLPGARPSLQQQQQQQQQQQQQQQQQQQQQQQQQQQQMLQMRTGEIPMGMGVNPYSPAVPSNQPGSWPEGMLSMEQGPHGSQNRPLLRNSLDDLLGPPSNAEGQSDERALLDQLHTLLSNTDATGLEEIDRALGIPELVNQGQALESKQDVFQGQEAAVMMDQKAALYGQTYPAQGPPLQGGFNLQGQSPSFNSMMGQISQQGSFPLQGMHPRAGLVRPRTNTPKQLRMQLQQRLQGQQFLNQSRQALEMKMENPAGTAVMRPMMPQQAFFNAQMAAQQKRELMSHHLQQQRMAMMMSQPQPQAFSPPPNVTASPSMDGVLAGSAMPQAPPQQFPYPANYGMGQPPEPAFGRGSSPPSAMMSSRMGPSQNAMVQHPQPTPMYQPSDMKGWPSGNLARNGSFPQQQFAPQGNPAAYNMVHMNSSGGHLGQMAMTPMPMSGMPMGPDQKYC
# IDE act = boosts human insulin-degrading enzyme activity in HEK cells. FAbeta-B cleavage, fluorescence polarization; 0% vehicle, 100% cell-free pure enzyme wells. P14735. activation, % at 5.96 µM. AID 493087. 340,000 compounds, 0.073% hits;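 active = activation above the mean of all tested compounds plus 3 SD, set per screening campaign, cut at about 17% in these data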
# CRFR2-BP antag = blocks CRF-induced signaling of the CRF-BP/CRF-R2 complex. HEK293 CRF-R2/CRF-BP, CRF-induced calcium fluorescence. inhibition, % at 11.8 µM. 350,000 compounds, 0.59% hits. AID 588475;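 active = inhibition of the ligand-induced calcium signal above about 50% at the single tested concentration, limit read from the data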
# IMP-1 inhibitor = inhibitors of Pseudomonas aeruginosa IMP-1 metallo-beta-lactamase | purified IMP-1, nitrocefin hydrolysis, epi-absorbance fluorescence | inhibition, % at 5.6 µM | 290,000 compounds, 0.45% hits | AID 1556;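 active = inhibition above the mean plus 3 SD of all compounds in the same screening run, cut at about 4.5% in these data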;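 note: 0% = IMP-1 with DMSO and 100% = DMSO wells lacking enzyme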
#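 System – purified recombinant IMP-1 beta-lactamase · Input – IMP-1 dispensed at 0.2 nM · Timing – 15 min preincubation plus 25 min reaction at 25 °C · Signal – Epi-absorbance fluorescence, 480 nm excitation, 530 nm emission · Measure – percent IMP-1 inhibition derived from blank-referenced optical density · Controls – Enzyme-plus-DMSO low control, enzyme-free DMSO high control · Replication – singlicate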
# Numbers without * were called inactive; x = no result given. No enrichment for hits; any-hit rate near 3.2%.
# Preview:
NS3 helicase inh,IDE act,UBC9 SUMO inh,VIM-2 inhibitor,p-CIP stab down,IDE cell inh,CRFR2-BP antag,IMP-1 inhibitor,GalR3 antagonist,Structure
11,10,1,-2.8,-13,0,-9,-3.6,4,Cc1c(NC(=O)C2CCCN2S(=O)(=O)c2cccc3nsnc23)cccc1C(=O)O (stereo unspecified)
-6,-4,-9,-2.1,17,0,6,-1.5,-1,CNC(=O)c1csc(Cc2c(Cl)sc3ccc(Cl)cc23)n1
2,5,26,-4.1,-6,-3,-1,-3.9,-4,CCNc1nc(NCC)nc(OCC(=O)O)n1
18,-6,2,-1.3,-4,4,-14,3.1,-9,O=C(CSc1nc2ccccc2c(=O)n1Cc1ccco1)c1ccccc1
-13,1,-2,-1.7,9,1,-65,-1.8,-3,O=C(c1cc2cc(F)ccc2[nH]1)N1CCCC(Nc2ccc(F)cc2)C1 (stereo unspecified)
x,-2,x,x,x,4,1,x,-4,COc1ccc(CCNC(=O)CN2C(=O)NC3(CCCCC3C)C2=O)cc1 (stereo unspecified)

# Results, previewed entries included:
NS3 helicase inh,IDE act,UBC9 SUMO inh,VIM-2 inhibitor,p-CIP stab down,IDE cell inh,CRFR2-BP antag,IMP-1 inhibitor,GalR3 antagonist,Structure
11,10,1,-2.8,-13,0,-9,-3.6,4,Cc1c(NC(=O)C2CCCN2S(=O)(=O)c2cccc3nsnc23)cccc1C(=O)O (stereo unspecified)
-6,-4,-9,-2.1,17,0,6,-1.5,-1,CNC(=O)c1csc(Cc2c(Cl)sc3ccc(Cl)cc23)n1
2,5,26,-4.1,-6,-3,-1,-3.9,-4,CCNc1nc(NCC)nc(OCC(=O)O)n1
18,-6,2,-1.3,-4,4,-14,3.1,-9,O=C(CSc1nc2ccccc2c(=O)n1Cc1ccco1)c1ccccc1
-13,1,-2,-1.7,9,1,-65,-1.8,-3,O=C(c1cc2cc(F)ccc2[nH]1)N1CCCC(Nc2ccc(F)cc2)C1 (stereo unspecified)
x,-2,x,x,x,4,1,x,-4,COc1ccc(CCNC(=O)CN2C(=O)NC3(CCCCC3C)C2=O)cc1 (stereo unspecified)
-7,4,14,-2.7,-12,-5,-16,-2.4,0,O=C(O)CC1SC(=O)N(Cc2ccccc2)C1=O (stereo unspecified)
21,5,6,-3.6,-10,6,-6,-3.8,-8,O=C(Cc1ccccc1)NCC(=O)N1CCCC1
-5,1,10,0.4,-6,0,-9,-3.1,-7,CC1=C(C(=O)Nc2ccccc2C(=O)NC2CCCCC2C)SCCO1 (stereo unspecified)
-3,2,10,-0.3,-4,3,-7,-0.1,-1,CCc1nc2scc(-c3ccccc3)c2c(=O)n1N
-7,2,11,-1.7,-3,0,5,-2.4,-3,Cc1ccc(NC(=O)COC(=O)c2ccc([N+](=O)[O-])o2)cc1S(=O)(=O)N1CCCCC1
11,3,-19,4.0,-7,0,47,-0.8,0,O=C1C(=O)N(CCO)C(c2cccc(F)c2)/C1=C(\O)c1ccc(Cl)cc1 (stereo unspecified)
9,3,x,-3.3,12,-1,3,-2.2,-9,COc1cccc(CNC(=O)CN2C(=O)CSc3ccc(S(=O)(=O)N4CCOCC4)cc32)c1
-5,-4,15,-3.0,-5,2,-1,-4.6,0,Cc1ccc(-n2c(C)n[nH]c2=S)cc1
7,2,10,-0.9,-11,2,-7,-0.1,1,O=C(Cn1nnc2ccccc2c1=O)N[C@@H](Cc1c[nH]c2ccccc12)C(=O)O
-6,2,-7,-0.3,14,5,-11,-1.8,-4,CCOC(=O)COc1ccc2c(C)cc(=O)oc2c1C(=O)c1ccccc1
x,3,x,x,x,-4,-1,x,-5,O=C(OCC(=O)N1CCc2ccccc21)[C@@H]1CC(O)CN1S(=O)(=O)c1ccc(Cl)cc1 (stereo partly specified)
-5,4,16,0.4,-10,7,-8,-0.8,-6,O=C(CN1CCCCC1)n1c2ccccc2c2ccccc21
-8,3,-2,-0.2,7,-4,15,-4.1,-3,COC(=O)C1=C(C)N=C2SCCC(=O)N2C1c1cccs1 (stereo unspecified)
5,5,-2,-0.8,-6,0,-22,-2.1,2,CCn1cc([N+](=O)[O-])nc1C

# As entered above.
# O=C(O)CC1SC(=O)N(Cc2ccccc2)C1=O (stereo unspecified) in UBC9 SUMO inh = 14
# O=C(c1cc2cc(F)ccc2[nH]1)N1CCCC(Nc2ccc(F)cc2)C1 (stereo unspecified) in GalR3 antagonist = -3

# Continued.
NS3 helicase inh,IDE act,UBC9 SUMO inh,VIM-2 inhibitor,p-CIP stab down,IDE cell inh,CRFR2-BP antag,IMP-1 inhibitor,GalR3 antagonist,Structure
-6,9,22,-3.4,-19,-1,17,-2.5,-1,CC1CC(C(F)F)n2nc(C(=O)O)cc2N1 (stereo unspecified)
5,-2,3,0.5,-4,3,17,-1.0,-8,COc1ccc([N+](=O)[O-])cc1NC(=O)Cc1ccc(Cl)cc1
-2,-17,11,-1.5,-17,9,-1,-1.9,-5,O=C(Nc1ccc(-c2nnc3n2CCCCC3)cc1)c1cc2ccccc2o1
-4,-5,-5,-1.6,-6,2,-3,-0.9,-3,Cc1ccc2c(CC(=O)N3CCc4ccccc43)coc2c1
26,0,-9,1.2,-2,1,-2,2.3,-10,COc1ccccc1CC(=O)NC(=O)c1ccccc1O
-9,8,-11,-3.3,8,5,-22,-4.0,-7,CCN(Cc1ccccc1)S(=O)(=O)c1ccc(S(=O)(=O)N(Cc2cccc(OC)c2)CC2CCCO2)cc1 (stereo unspecified)
2,-2,-14,-0.6,4,0,10,-1.4,-8,CC(C)CN1C(=O)N(c2ccc(Cl)cc2)C(C)(O)CC1(C)C (stereo unspecified)
1,2,9,-2.2,-2,-3,3,-3.2,-2,Cn1c(SCC(=O)N2CCCc3ccccc32)nnc1-c1cccs1
-8,4,20,-2.6,5,2,14,-0.4,-3,CN(Cc1ccc2nonc2c1)Cc1nc(CC2CC2)no1
x,4,x,x,x,-2,-2,x,-2,O=C(O)COc1ccccc1C=NNC(=O)c1ccc(NS(=O)(=O)c2cccs2)cc1
-3,3,6,-0.1,4,x,1,-2.0,-4,O=[N+]([O-])c1ccccc1/C=C/CN1CCC(O)CC1
3,0,2,-0.7,-8,-5,5,-1.8,-3,C=CCNC(=O)c1onc(CSc2cccc(C)c2)c1C(=O)O
21,1,0,-1.5,-76,9,0,-3.7,-5,N#CCC(=O)N/N=C/c1ccc(N2N=C(c3ccccc3)CC2c2ccccc2)cc1 (stereo unspecified)
4,4,29,-0.3,5,0,18,-3.8,-5,Cc1cc(NC(=O)CSc2nc3cc4c(cc3c(=O)n2CCc2ccccc2)OCO4)no1
2,7,0,0.8,-4,1,7,-1.7,0,Cc1onc(-c2ccccc2Cl)c1C(=O)Nc1ccccc1
x,-3,x,x,x,4,-14,x,-5,O=C1N[C@@H](Cc2ccccc2)COC(=O)[C@H](Cc2ccc(F)cc2)C/C=C\C[C@H]1CC(=O)N(CCO)Cc1ccccc1
-5,-4,22,-1.4,-12,1,-11,-0.6,-3,Cc1cccc(N2CCN(C(=O)c3ccncc3)CC2C)c1 (stereo unspecified)
7,-3,-4,-0.2,1,-1,16,-1.9,-7,O=C(c1noc2c1CCCC2)N1CCCCC1
16,3,13,-2.2,4,2,7,0.6,-2,COc1cc(C(=O)NCC(=O)OCC(=O)c2cccc3ccccc23)cc(OC)c1OC
-5,x,20,0.0,-4,5,-5,-2.5,2,CCN1CCc2c(sc(NC(=S)NC(=O)c3ccco3)c2C(N)=O)C1

# Some of the entries above in another layout:
SMILES | NS3 helicase inh | IDE act | UBC9 SUMO inh | VIM-2 inhibitor | p-CIP stab down | IDE cell inh | CRFR2-BP antag | IMP-1 inhibitor | GalR3 antagonist
O=[N+]([O-])c1ccccc1/C=C/CN1CCC(O)CC1 | -3 | 3 | 6 | -0.1 | 4 | x | 1 | -2.0 | -4
C=CCNC(=O)c1onc(CSc2cccc(C)c2)c1C(=O)O | 3 | 0 | 2 | -0.7 | -8 | -5 | 5 | -1.8 | -3

# (continued)
NS3 helicase inh,IDE act,UBC9 SUMO inh,VIM-2 inhibitor,p-CIP stab down,IDE cell inh,CRFR2-BP antag,IMP-1 inhibitor,GalR3 antagonist,Structure
x,7,x,x,x,6,9,x,-4,CCOc1ccc(S(=O)(=O)N2CCCCC2)cc1NC(=O)CSCc1c(C)noc1C
-7,3,6,-1.5,-8,2,6,-0.5,-9,CC1C(=O)Nc2ccc(S(=O)(=O)N3CCN(c4cccc(C(F)(F)F)c4)CC3)cc2NC1=O (stereo unspecified)
2,-2,15,-3.4,-1,-2,6,-0.9,-5,Cc1ccc(Cn2cccc(NC(=O)NCc3ccccc3)c2=O)cc1
1,3,-13,1.1,-6,0,-2,-2.2,-6,Cc1cccc(C)c1OC(=O)Cc1ccccc1[N+](=O)[O-]
-12,-2,0,-6.6,-4,2,-4,-3.1,-11,CC(C)Nc1ccc(-n2nc3ccccc3[n+]2[O-])cc1
0,0,-4,-2.1,-15,5,-29,-4.5,-5,CCCc1nn(C)c(C(=O)Nc2ccc(C)c(C)c2)c1Cl
x,3,x,x,x,-5,13,x,-4,C[C@@H]1COC(=O)[C@H](CC(=O)OC(C)(C)C)C/C=C\C[C@H](CC(=O)N(CCO)Cc2ccccc2)C(=O)N1
-3,3,3,-4.0,-18,-5,-10,-3.7,-6,CC1CCCN(c2ccc(C(=O)OCn3nnc4ccccc4c3=O)cc2[N+](=O)[O-])C1 (stereo unspecified)
x,2,x,x,x,2,-11,x,1,CCC(=O)c1ccc(OCC(=O)N(Cc2nnc(-c3ccccc3Cl)o2)C2CC2)cc1
-1,2,-2,-2.2,15,2,10,-3.9,-8,Cc1cccc(C(=O)O/N=C(\N)c2ccccn2)c1
x,0,x,x,x,-1,6,x,-5,COc1ccc(C(=O)OCC(=O)c2ccc3[nH]c(=O)[nH]c3c2)c(OC)c1OC
-32,0,4,-1.1,-1,7,-5,-0.1,-12,CC(C)(c1ccccc1)c1ccc(OCCN2CCCC2)cc1
-1,3,-10,-2.4,-5,6,3,-2.9,-8,CNC(=O)c1cc2c(ccc3ccccc32)o1
2,1,18,-1.1,-2,6,9,-0.6,-4,O=C(CNS(=O)(=O)c1ccccc1F)Nc1ccc(N2CCOCC2)cc1
-10,-2,8,-2.6,-1,1,-2,-3.3,-4,CCCNS(=O)(=O)c1ccc(CCC(=O)Nc2ccc3c(c2)OCO3)cc1
0,6,2,-2.0,2,2,1,-0.5,-3,NC12CC3CC(C1)CC(CO)(C3)O2
1,4,12,-1.1,1,-1,-37,-1.7,-4,Cc1ccc(-c2nn(-c3ccccc3)cc2C=C2C(=O)CC(C)(C)CC2=O)cc1
4,2,20,1.1,-12,-1,4,0.2,-9,C#CCN(CC=C)C(=O)c1ccc(OC2CCN(S(=O)(=O)N(C)C)CC2)cc1
-1,-1,5,-1.0,0,-4,-14,-1.1,-3,Cc1nnc(NC(=O)C2CCCCC2)s1
2,4,5,-3.5,8,4,-5,-3.2,-1,O=C(O)c1ccc(N/N=C/c2cc3ccccc3nc2Cl)cc1
